Bioassay records as filed in PubChem BioAssay.
EPAC2 ag: qHTS for Agonist of cAMP-regulated guanine nucleotide exchange factor 4 (EPAC2): primary screen. EPAC2 activation, biochemical qHTS; response scale: 100% = 6.5 mM cAMP response. Potency, µM (series often up to 154 µM), for inactives: top-dose activation, hits mostly activators. actives 0.079% (n = 360,000). AID 720711, 2013; also: potency is read from the fitted curve at half-maximal effect; nearly all actives have a fitted effect of over 50% in size
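EPAC2 (100 nM) mixed with Rap1B loaded with BODIPY-GDP (250 nM) plus 50 uM unlabeled GDP; compounds pinned in, 5 min RT, then read every 5 min for 30 min (ex 480, em 540 nm). Normalized to cAMP control.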
DRD3 agonist: qHTS of D3 Dopamine Receptor Agonist: qHTS | D(3) dopamine receptor (Homo sapiens), P35462 | D3R DiscoveRx beta-arrestin cells, luminescence, 90 min | max activation, % | actives 0.58% (n = 410,000); in the data active = max activation above about 30%; also: 0% is about no effect; mostly tested at two doses, the higher about 12 µM
Target sequence (P35462 whole entry, looked up): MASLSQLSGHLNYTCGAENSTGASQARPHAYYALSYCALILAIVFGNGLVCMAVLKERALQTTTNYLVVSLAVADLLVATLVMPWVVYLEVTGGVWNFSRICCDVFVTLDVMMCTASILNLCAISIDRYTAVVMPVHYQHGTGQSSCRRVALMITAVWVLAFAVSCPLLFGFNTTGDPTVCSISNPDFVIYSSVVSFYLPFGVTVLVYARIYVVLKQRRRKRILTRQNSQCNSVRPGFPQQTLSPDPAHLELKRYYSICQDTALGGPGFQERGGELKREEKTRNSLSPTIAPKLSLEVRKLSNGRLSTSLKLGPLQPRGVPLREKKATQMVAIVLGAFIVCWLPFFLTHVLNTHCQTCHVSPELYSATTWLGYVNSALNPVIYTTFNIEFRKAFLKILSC
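Agonist-mode cell screen: cells plated at 1500/well and incubated overnight at 37 °C, then exposed to library compounds for 90 min at 37 °C. Detection reagent was added for 30–60 min at room temperature, and luminescence was read.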
Abeta rescue: qHTS for compounds that reverse cellular toxicity of Amyloid beta (A-beta) peptide in yeast: Primary Screen. yeast expressing A-beta42, growth rescue, OD600, 48 h; response scale: 0% DMSO, 100% iron-clioquinol control. Potency, µM (doses to about 46.1 µM), for inactives: top-dose growth rescue, most hits filed as activators. actives 0.063% (n = 410,000). AID 1347071, 2019; also: potency is read from the fitted curve at half-maximal effect; nearly all actives have a fitted effect of over 55% in size
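Yeast growth medium received pinned compounds, then yeast cells expressing toxic A-beta were added; plates incubated at 30 C for 48 hr. Growth read as absorbance at 600 nm, normalized to DMSO and equimolar FeCl3 plus clioquinol controls.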
aSyn yeast inh: qHTS of alpha-syn Inhibitors | Yeast expressing alpha-synuclein, growth rescue, BacTiter-Glo, 24 h | Potency, µM (doses to about 46.1 µM), inactives show top-dose growth rescue (activation), actives largely listed as activators | actives 0.14% (n = 370,000) | AID 652106, 2013; also: potency is read from the fitted curve at half-maximal effect; % of control where 0% means no effect; nearly all actives have a fitted effect of over 65% in size
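Galactose-induced alpha-syn yeast (OD600=0.02, raffinose-pregrown) + pinned cpd, 24 hr, 30 deg C; growth by BacTiter-Glo luminescence. Growth restoration scores as activation.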
D3 antag: qHTS of D3 Dopamine Receptor Antagonist: qHTS | D(3) dopamine receptor (Homo sapiens), P35462 | D3R cells, DiscoveRx beta-arrestin luminescence, antagonist mode; stronger effect = lower value | max response, negative = inhibition, % | actives 2.5% (n = 360,000) | AID 652054, 2013; in the data active = max response below about -50%; inconclusive = no clear call, values can overlap the other calls; also: % is scaled to controls: 0 for no effect and ±100 for the full control effect; mostly tested at two doses, the higher about 12 µM
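Cells expressing the human receptor were seeded at 1500 cells/well, incubated overnight at 37 degrees C in 5% CO2, then exposed to library compounds with dopamine controls for 90 minutes at 37 degrees C before luminescent detection.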
FUS yeast rescue: qHTS for Suppressors of FUS Proteinopathy: Primary screen using FUS-linked yeast assay. Potency, µM (titrated, usually from 76.6 µM), for inactives: top-dose growth rescue (activation), most hits filed as activators. actives 0.24% (n = 390,000). S. cerevisiae FUS-expressing, growth rescue, OD600, 24 h. AID 1347120, 2019;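 also: potency is read from the fitted curve at half-maximal effect; plate controls were DMSO vehicle for no effect and reference control for full effect; nearly all actives have a fitted effect of over 55% in size; some results filed as inactive show a strong effect at the top dose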
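Restored growth of FUS-toxic S. cerevisiae, read as 600 nm absorbance after 24 h at 30C in galactose medium (starting OD 0.005). Controls CP55940 and DMSO.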
TDP43 rescue: qHTS of TDP-43 Inhibitors. Potency, µM (titrated, usually from 46.1 µM), for inactives: top-dose growth rescue (activation), actives largely listed as activators. AID 652104, 2013. TDP-43 expressing yeast growth rescue, BacTiter-Glo, 24 h. actives 1.8% (n = 410,000); also: potency is read from the fitted curve at half-maximal effect; % of control where 0% means no effect; nearly all actives have a fitted effect of over 50% in size
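Readout is BacTiter-Glo luminescence of cell growth, so inhibitors register as activators. TDP-43-expressing yeast at OD600=0.02 in galactose medium, after raffinose pregrowth to mid-log, were incubated with compound for 24 hr at 30 deg C.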
EPAC2 antag: qHTS for Antagonist of cAMP-regulated guanine nucleotide exchange factor 2 (EPAC2): primary screen; Rap guanine nucleotide exchange factor 4 (Homo sapiens), Q8WZA2; EPAC2 GEF exchange of Rap1B-BODIPY-GDP, fluorescence; Potency, µM (highest dose often 114 µM), inactives show at the highest dose activity, negative = inhibition, usual class: inhibitors; actives 0.18% (n = 360,000); also: potency is read from the fitted curve at half-maximal effect; % is scaled to controls: 0 for no effect and ±100 for the full control effect; nearly all actives have a fitted effect of over 45% in size; many of its hits are not listed in these tables
Numbers without * were called inactive; ? = inconclusive; nt = not tested or not shown; [ ] = dose if it differs, or a comment. Unless noted, calls follow the shape of the dose curve; as a rule, active = well fitted curve in the direction sought with a large enough effect; inconclusive = small, poorly fitted or top-dose-only effect, or another doubt; inactive = no such curve, though single readings can be large; an effect the other way counts as inactive or inconclusive. The list is partial; the hit share may differ from the screen's.

Start of the listing, in advance, five compounds:
SMILES	EPAC2 ag	DRD3 agonist	Abeta rescue	aSyn yeast inh	D3 antag	FUS yeast rescue	TDP43 rescue	EPAC2 antag
COc1cc(NC(=O)c2ccc(F)cc2)c(OC)cc1Cl	14.6%	-4.2	-1.5%	-1.1%	-0.8	?	?	-1.7%
CN1CCN(C(c2ccc(Cl)cc2Cl)c2sc3nc(-c4ccco4)nn3c2O)CC1 (stereo unspecified)	nt	1.5	11.5%	nt	nt	-22.8%	?	nt
CC(C)CCOc1cccc(OCC(=O)N(C)C2CCS(=O)(=O)C2)c1 (stereo unspecified)	4.5%	6.9	-18.1%	19.3%	11.2	?	19.7%	-8.6%
CCN(c1cccc(C)c1)S(=O)(=O)c1ccc2c3c(cccc13)C(=O)N2	1.3%	2.4	-1.3%	9.9%	23.7	8.8%	3.8%	-6.0%
CC(=O)Nc1ccc(S(=O)(=O)N2CCN(C(=O)c3ncoc3-c3cccc(C)c3)CC2)cc1	9.9%	-9.9	-5.2%	-18.7%	-7.3	5.4%	-21.4%	1.5%

Results, from the first entry:
SMILES	EPAC2 ag	DRD3 agonist	Abeta rescue	aSyn yeast inh	D3 antag	FUS yeast rescue	TDP43 rescue	EPAC2 antag
COc1cc(NC(=O)c2ccc(F)cc2)c(OC)cc1Cl	14.6%	-4.2	-1.5%	-1.1%	-0.8	?	?	-1.7%
CN1CCN(C(c2ccc(Cl)cc2Cl)c2sc3nc(-c4ccco4)nn3c2O)CC1 (stereo unspecified)	nt	1.5	11.5%	nt	nt	-22.8%	?	nt
CC(C)CCOc1cccc(OCC(=O)N(C)C2CCS(=O)(=O)C2)c1 (stereo unspecified)	4.5%	6.9	-18.1%	19.3%	11.2	?	19.7%	-8.6%
CCN(c1cccc(C)c1)S(=O)(=O)c1ccc2c3c(cccc13)C(=O)N2	1.3%	2.4	-1.3%	9.9%	23.7	8.8%	3.8%	-6.0%
CC(=O)Nc1ccc(S(=O)(=O)N2CCN(C(=O)c3ncoc3-c3cccc(C)c3)CC2)cc1	9.9%	-9.9	-5.2%	-18.7%	-7.3	5.4%	-21.4%	1.5%
Cc1cccc(NC(=S)NC2CC3CCC(C2)N3Cc2ccco2)c1C (stereo unspecified)	10.0%	-11.0	15.9%	1.3%	-13.6	-5.5%	-5.5%	7.3%
CCn1cc(CN(C)S(=O)(=O)c2ccc3ccccc3c2)c(C)n1	-1.9%	0.0	-26.2%	-9.7%	10.9	-1.8%	28.4%	-4.3%
NC(N)=Nc1nc(-c2ccccc2)c2cc(F)ccc2n1	5.9%	-13.9	-26.1%	-6.6%	-7.4	17.2%	nt	7.3%
CCOc1cccc2cc(C(N)=O)c(=N)oc12	-0.1%	-3.6	-11.4%	8.7%	-1.6	15.9%	-3.9%	3.0%
COc1ccccc1-c1c(C)nn2c(C(F)(F)F)cc(-c3ccccc3)nc12	nt	-9.7	-4.9%	nt	nt	-5.9%	6.8%	nt
Cc1ccc(C(=O)CSc2nnc(C3CC3)n2C2CC2)s1	-1.9%	2.7	5.8%	7.8%	-3.8	20.3%	12.7%	0.3%
O=C(NC(=O)c1ccc(Cl)cc1)OC1CCCCC1	1.5%	-5.0	7.1%	0.9%	45.4	nt	1.8%	8.8%
c1ccc2cc(Sc3ncnc4c3oc3ccccc34)ccc2c1	-5.3%	1.0	13.6%	-1.8%	20.4	11.3%	3.0%	1.9%
COc1ccc(S(=O)(=O)N2CCN(c3ccccc3)CC2)cc1OC	17.6%	-3.4	-17.8%	-5.7%	-1.3	23.1%	-39.1%[inhibitor]	5.0%
CSC1=NCCN1S(=O)(=O)c1ccc(Cl)cc1	1.1%	1.2	-8.0%	-1.4%	13.0	-31.7%	17.5%	1.1%
COc1ccc(NC(=O)COc2ccccc2Cc2ccccc2)cn1	4.2%	1.0	-11.8%	-9.1%	8.8	nt	3.3%	-1.4%
CCc1ccc(CCC(=O)Nc2sc3c(c2C#N)CCCC3)o1	-6.9%	-22.2	9.7%	3.7%	?	47.3%	-2.5%	3.4%
COc1ccc(CNC(=O)Cn2cc(C(F)(F)F)ccc2=O)cc1OC	3.0%	17.7	-2.4%	0.8%	30.2	7.1%	-3.0%	9.2%
CCOc1ccc2c(c1)sc(=NC(=O)C1CC1)n2C	0.4%	-3.3	-8.1%	-2.5%	-9.2	-4.6%	-8.8%	-0.4%
Nc1ccn(CC(=O)NCc2ccccc2)c(=O)n1	4.4%	14.8	2.9%	-1.9%	-10.6	-20.7%	1.1%	-8.1%
O=C(Cc1cccs1)Nc1nnc(C2CC2)s1	7.4%	-12.4	12.2%	-0.3%	-2.3	26.6%	nt	8.6%
Cc1ccc(C2C(C(=O)c3cc4ccccc4o3)=C(O)C(=O)N2CCN2CCOCC2)cc1 (stereo unspecified)	-6.7%	0.3	nt	3.7%	-15.6	32.6%	5.2%	-0.1%
CCOC(=O)c1c(C)[nH]c(C)c1S(=O)(=O)NCC(=O)Nc1cccc(SC)c1	nt	-8.3	0.1%	nt	nt	4.8%	12.7%	nt
O=C(COC(=O)c1cc(S(=O)(=O)N2CCOCC2)ccc1F)NCCc1ccc(F)cc1	0.3%	7.6	-19.6%	-1.1%	-0.6	0.6%	10.2%	-4.4%
CN1CC(=O)N(CC(=O)Nc2ccc(Cl)c(C(F)(F)F)c2)C1=O	-0.1%	-0.5	-8.7%	1.9%	-6.1	-14.1%	7.8%	20.8%
Further results follow.
SMILES	EPAC2 ag	DRD3 agonist	Abeta rescue	aSyn yeast inh	D3 antag	FUS yeast rescue	TDP43 rescue	EPAC2 antag
Cc1cccc(NC(=O)Nc2nnc(N(C)C3CCCCC3)s2)c1C	nt	-10.5	-5.3%	nt	nt	-21.8%	0.7%[9.22 µM]	nt
COc1cc(/C=C(\C#N)C(=O)Nc2ccc(C)cc2)ccc1OCc1cc(=O)n2nc(C)sc2n1	nt	-5.8	0.1%	nt	nt	-26.0%	2.7%	nt
Cc1ccc(-c2nc(SC(C)C(=O)N3CCCC3)n[nH]2)cc1 (stereo unspecified)	-7.4%	3.7	6.1%	-8.4%	5.7	3.3%	9.1%	-2.6%
COc1ccc(NC(=O)Nc2nnc(N3CCCCCC3)s2)c(OC)c1	nt	-2.2	-4.2%	nt	nt	-7.0%	0.0%[9.22 µM]	nt
O=[N+]([O-])c1cnc(Sc2ccncn2)s1	11.4%	-27.4	-95.6%[inhibitor]	-70.7%[inhibitor]	-124.7*	0.8%	?	-7.2%
Cc1cc(=O)n2[nH]c(SCc3c(F)cccc3Cl)nc2n1	6.9%	-1.1	4.6%	-0.1%	9.4	9.1%	16.7%	7.3%
Cc1ccc(S(=O)(=O)N2C[C@H]3[C@H]4C(=O)N(c5ccccc5)C(=O)[C@H]4C[C@H](OC(=O)Nc4c(C)noc4C)[C@@]3(O)C2)cc1	7.4%	-6.7	0.3%	-1.2%	3.0	11.4%	29.5%	-11.9%
CC(=O)N1c2ccc(S(=O)(=O)NCCC(=O)N3CCCC(C)C3)cc2CC1C (stereo unspecified)	-0.8%	11.5	9.2%	4.9%	9.2	-4.1%	?	2.2%
CCC(=O)Nc1ccccc1C(=O)N1CCN(Cc2ccccc2)CC1	2.2%	-3.0	0.2%	-0.2%	-12.5	-23.4%	-4.9%	-1.7%
CCc1ccc(-n2c(=O)c3c(C)c(C(=O)N(C)C)sc3n(Cc3ccccc3C#N)c2=O)cc1	nt	-5.0	-9.0%	nt	nt	14.9%	-7.6%	nt
CC(=O)N/N=C(/c1ccccc1)C(O)c1ccccc1 (stereo unspecified)	0.4%	8.2	-8.5%	3.1%	18.3	-14.1%	12.6%	3.2%
COc1ccc(C(=O)NC=C2C(=O)OC(C)(C)OC2=O)cc1	1.6%	4.6	12.1%	11.8%	14.2	-14.9%	3.2%	13.7%
C/C(=N\NC(=O)c1nnn(-c2nonc2N)c1COc1ccc(F)cc1)c1ccc(Cl)cc1	-2.5%	5.1	-19.3%	4.4%	-4.2	1.7%	16.3%	-1.9%
Cc1cccc(Oc2cc([N+](=O)[O-])cc3c2C(=O)Nc2ccccc2O3)c1	-7.0%	3.4	-2.8%	0.6%	1.5	nt	20.0%	-2.0%
Cc1nn(CC(=O)NCc2cccc(Br)c2)c(=O)c2c1sc1ccccc12	nt	-10.6	-16.3%	nt	nt	14.2%	-2.4%	nt
O=C(O)Cc1sc(Nc2ccc(C(=O)O)cc2)nc1-c1ccccc1	nt	-11.4	-4.5%	nt	nt	-2.9%	18.2%	nt
CCCc1ccc(-c2ccc(C(=O)Oc3ccc(OCC)cc3)cc2)nc1	nt	1.0	-14.8%	nt	nt	-23.8%	19.3%	nt
Cc1ccc(C)c(NC(=O)C2CCCN(c3ncnc4onc(C)c34)C2)c1 (stereo unspecified)	nt	7.0	-4.7%	nt	nt	-14.7%	14.1%	nt
Cc1cc(C)nc(N2CCC(C(=O)NNC(=O)c3ccccc3)CC2)n1	3.7%	1.1	11.4%	-6.5%	2.6	21.9%	-8.1%	-8.4%
CSCCC(C(=O)N1C[C@]2(C)C[C@H]1CC(C)(C)C2)N1C(=O)c2ccccc2C1=O (stereo partly specified)	9.7%	0.4	3.9%	-3.1%	-14.6	32.7%	4.3%	1.4%
COC(=O)COc1ccc(NC(=O)c2ccco2)cc1	10.3%	-0.1	-3.5%	-6.5%	-1.6	-22.7%	-9.3%	12.2%
O=P(O)(CP(=O)(c1ccccc1)c1ccccc1)c1ccccc1O	2.3%	15.7	3.9%	1.7%	27.9	?	-7.3%	0.7%
CCN1CCN(c2ccc(S(=O)(=O)N3CCCCC3)cc2NC(=O)/C=C/c2ccc(OC)c(OC)c2)CC1	-2.7%	-2.9	7.5%	-5.1%	?	24.0%	15.5%	-2.5%
O=C1CC(N2CCN(C3CCc4ccccc4C3)CC2)C(=O)N1c1ccccc1 (stereo unspecified)	2.8%	-17.8	-6.2%	0.7%	-21.2	?	-11.6%	-4.2%
